Bioassay records as filed in PubChem.
DUSP1 inh: human dual specificity phosphatase 1 inhibition. recombinant MKP-1, OMFP hydrolysis fluorescence. hit rate 0.15% among 65,000. P28562. inhibition, %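 (compounds tested at a single concentration somewhere between 10 and 100 µM)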. AID 374;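 active means inhibition above about 50%, limit read from the data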;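 further: 0% = DMSO max control wells and 100% = wells with enzyme stopped by NaOH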
D1 allo mod: allosteric modulators of human D1 dopamine receptor. P21728. HEK293 D1, CRE-luciferase, dopamine EC30 potentiation; actives deviate in either direction. B-score at 10 µM. hit rate 5.9% among 58,000;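 active means luminescence count or its row- and column-corrected plate score outside the 99.7% band of the plate's sample wells, on either side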
Her2 expr inh: Her2 kinase expression inhibition; HER2 level % of control, % at 10 µM; hit rate 0.69% among 65,000; SKBR-3 HER2 protein level, AlphaScreen, 18-24 h; stronger effect = lower value; P04626;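 active means HER2 level under 5% of the carrier-only control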;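 further: 100% = DMSO carrier and 0% = 500 nM PU-H71 HSP90 inhibitor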
SF1 activator: activates the human nuclear receptor SF-1 | Q13285 | hit rate 1.9% among 65,000 | AID 522 | CHO-K1 Gal4-SF-1 LBD luciferase reporter; % increase over DMSO SF-1-specific signal | activation, % at 10 µM;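 active means activation above the mean activation of all tested compounds plus 3 SD, cut at about 50% in these data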
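Test system: CHO-K1 cells with Gal4–hSF-1 LBD chimera plus Gal4-driven luciferase; Input: 4,000 cells/well; Compound: 10 µM only; Times: 20 h compound treatment, 37 °C; Measured by: steady-glow luciferase luminescence, read after 15 min reagent incubation; Measure: percent activation versus DMSO; Control set: DMSO and mock-transfected background; Replicates: one test per compound.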
FXIIa inh mix: factor XIIa (human) inhibition, mixture screen | purified FXIIa, fluorogenic substrate, pooled mixtures | inhibition, % at 5 µM | hit rate 0.2% among 62,000 | AID 684; in the data active means inhibition above about 20%, passing the limit was not always enough;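 further: 0% = enzyme without compound and 100% = no enzyme blank; some results filed as inactive read as strong as hits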
RORa activator: RORA (human) activation | CHO-K1 Gal4-RORA LBD luciferase reporter, luminescence; percent increase over mock-subtracted basal signal | hit rate 1.5% among 65,000 | activation, % at 10 µM | AID 560 | P35398;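 active means activation above the mean of all tested compounds plus 3 SD, cut at about 49% in these data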;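 further: 0% = DMSO-treated RORA cells and 100% = added signal equal to DMSO minus mock-transfected cells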
Target sequence (P35398 whole entry, looked up, the tested form may be a part): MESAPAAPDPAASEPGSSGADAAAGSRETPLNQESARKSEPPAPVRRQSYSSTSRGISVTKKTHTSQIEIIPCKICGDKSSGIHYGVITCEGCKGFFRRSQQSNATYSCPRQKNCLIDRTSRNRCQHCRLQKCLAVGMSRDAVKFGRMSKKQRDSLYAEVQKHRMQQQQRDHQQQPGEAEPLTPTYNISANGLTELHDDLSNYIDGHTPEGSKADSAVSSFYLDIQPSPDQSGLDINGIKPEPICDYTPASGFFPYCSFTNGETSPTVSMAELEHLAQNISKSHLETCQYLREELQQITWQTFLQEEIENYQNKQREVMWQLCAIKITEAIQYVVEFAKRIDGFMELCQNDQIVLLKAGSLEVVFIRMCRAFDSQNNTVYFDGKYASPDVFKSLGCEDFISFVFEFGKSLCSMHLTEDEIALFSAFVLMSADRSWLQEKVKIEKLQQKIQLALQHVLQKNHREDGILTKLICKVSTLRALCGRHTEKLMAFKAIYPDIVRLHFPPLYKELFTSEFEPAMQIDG
TNAP act DEA: human TNAP activation, intermediate phosphate acceptor; purified TNAP, CDP-star luminescence, 100 mM DEA, 30 min; stronger effect = higher value; scale: 0 levamisole-inhibited, 1 vehicle-only enzyme; 64,000 tested, under 10 active; AID 813; P05186; activation factor at 20 µM;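 active means activation factor of at least 2 at 20 µM, relative to controls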
Target sequence (P05186 whole entry, looked up): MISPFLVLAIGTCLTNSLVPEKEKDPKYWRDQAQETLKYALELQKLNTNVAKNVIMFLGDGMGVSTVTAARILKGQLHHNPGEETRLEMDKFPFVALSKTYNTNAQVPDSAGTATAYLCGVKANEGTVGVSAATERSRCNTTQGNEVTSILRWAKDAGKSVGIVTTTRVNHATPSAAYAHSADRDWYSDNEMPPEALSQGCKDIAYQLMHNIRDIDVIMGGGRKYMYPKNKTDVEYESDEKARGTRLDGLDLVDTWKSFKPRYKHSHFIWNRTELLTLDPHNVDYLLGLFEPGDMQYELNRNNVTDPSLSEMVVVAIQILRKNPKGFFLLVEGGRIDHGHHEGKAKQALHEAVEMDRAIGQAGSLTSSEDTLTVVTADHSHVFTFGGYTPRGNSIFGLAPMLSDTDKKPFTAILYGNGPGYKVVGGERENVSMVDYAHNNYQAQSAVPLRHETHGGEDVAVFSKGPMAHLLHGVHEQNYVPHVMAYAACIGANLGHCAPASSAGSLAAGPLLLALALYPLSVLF
Hsp90 inh: displaces geldanamycin probe from tumor Hsp90; NCI-N417 lysate Hsp90, Cy3B-geldanamycin FP displacement; P07900; hit rate 0.35% among 64,000; inhibition, % at 30 µM;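 active means inhibition above 50%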;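 further: 0% = tracer plus lysate wells and 100% = tracer alone without lysate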
Cdc25B inh: human M-phase inducer phosphatase 2 inhibition | inhibition, %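 (compounds tested at 10 µM final in the well)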 | recombinant Cdc25B, OMFP fluorescence Ex485/Em525 | hit rate 0.1% among 65,000; in the data active means inhibition above about 50%
* hit, by the source's call; / = no result given; & = joins results of further samples.

The line under a structure holds: DUSP1 inh, D1 allo mod, Her2 expr inh, SF1 activator, FXIIa inh mix, RORa activator, TNAP act DEA, Hsp90 inh, Cdc25B inh
1: CC12/C(=N/O)C3C4CC5C3/C(=N/O)C1C5C42 (configuration not stated)
  -8, -0.76, 101, 0, 3, -11, 0.9, 0, 15
2: CCCc1nnc(NC(=O)Cn2c(=O)oc3ccccc32)s1
  2, 1.1, 87, -2, /, -9, /, -11, 2
3: COc1cc(C)c(C#N)c(OC)n1
  0, 1.4, 85, -8, -1, 4, 0.9, -3, -3
4: COc1cc2cc(CN(CCN3CCCC3)C(=O)Nc3ccccc3Cl)c(=O)[nH]c2cc1OC
  -18, -0.56, 107, -9, 1, -2, 0.9, -2, -1
5: COc1ccccc1NC(=O)CSc1nc2ccccc2c(=O)n1CCNC(C)=O
  11, /, 96, 7, 2, -4, 1, -4, -8
6: Cc1ccc2c(c1)c1c3n2CCCNC3CCC1 (configuration not stated)
  2, -1.1, 99, 8, -4, 54*, 1.1, -1, -4
7: COc1cccc(N2CCN(Cc3coc4c(Cl)cc(Cl)cc4c3=O)CC2)c1
  -3, 0.13, 82, 2, 4, -14, 0.9, -4, 4
8: CCCCN(C)C(=O)CCCCn1c(=O)[nH]c2cc(OCC)c(OCC)cc2c1=O
  21, 2.4, 109, 2, 29, -5, 1, -3, -7
9: Cc1cc(Br)ccc1OCc1nc(-c2cccnc2)no1
  -3, -0.71, 82, 22, 12, 16, 1, -4, -3
10: COc1cc(C(=O)Nc2ccc3c(c2)OCO3)ccc1-n1cnnn1
  -8, -0.84, 101, 0, 7, -8, 0.9, 7, -4
11: Cc1noc(C)c1CSc1nnc(-c2ccccc2)n1Cc1ccco1
  11, 4.7*, 99, -4, 5, -19, 0.9, -2, -2
12: Nc1nnc(-c2cccc(Cl)c2Cl)c(N)n1
  1, 0.16, 105, -5, -2, -10, 0.9, 2&-3, -3
13: COC(=O)c1ccccc1NC(=O)CN(Cc1ccccc1)S(C)(=O)=O
  9, 0.096, 77, -5, 9, -12, 0.9, -2, -7
14: O=C(c1ccc(F)cc1)N1CCN(c2ncccn2)CC1
  3, 0.07, 131, -16, -1, -7, 0.9, -2, -8
15: CCOC(=O)c1cnc(SCc2ccc(C)cc2)nc1N
  -7, 0.82, 69, 23, 13, 36, 0.9, -1, -3
16: CN1CCn2c1nc(N1CCCCC1)nc2=O
  0, /, 90, 1, 4, 0, 0.9, -6, 4
17: O=C1CCCN1CN1CCCCC1
  -2, 0.072, 115, 3, 1, -15, 1, -3, -9
18: O=C(Nc1ccccc1)N1CCN2C(=O)c3ccccc3C12c1ccccc1 (configuration not stated)
  12, -1.1, 86, -16, 3, -6, 0.9, -1, -1
19: CCC(C)C(NC(=O)OC(C)(C)C)C(=O)NC(CC(C)C)C(N)=O (configuration not stated)
  -21, 1.4, 103, -10, 3, -20, 0.9, 0, -4
20: COC(=O)C1C2C=CC3(CN(c4cccc(Cl)c4)C(=O)C13)O2 (configuration not stated)
  -2, /, 60, -10, -17, -19, 0.9, 0, -32
21: Cc1cccc(N(CC(=O)NC2CCCCC2)C(=O)c2c(C)noc2C)c1
  22, /, 114, -5, -1, 3, 1, 1, 1
22: O=C(c1ccccc1OCc1ccccc1Br)N1CCN(c2ncccn2)CC1
  21, -0.023, 77, -9, 4, -2, 1, -5, -12
23: CC1CCC(NC(=O)Cn2cc3c(n2)CCCC3)CC1 (configuration not stated)
  1, 0.78, 80, 45, -3, 40, 0.9, -2, -8
24: O=C(COC(=O)c1cncc(Br)c1)NCc1ccco1
  7, /, 69, 2, 14, -6, 0.9, /, 0
25: Nc1cc(=O)nc(SCC(=O)NC2CCCCC2)n1-c1ccccc1
  -18, -0.81, 78, 6, 10, -12, 0.9, -2, -11
26: Cc1cccc(N2CCN(c3nc4ccc(Cl)cc4n4cnnc34)CC2)c1C
  14, -0.44, 30, -10, 11, -10, 0.9, -2, 0
27: COc1ccc(NS(=O)(=O)c2ccc(Br)s2)cc1OC
  -14, -0.27, 111, 18, -2, -16, 1, 1, -7
28: COc1ccc(C2CC(C(F)(F)F)n3nc(C(=O)NCCCn4ccnc4)cc3N2)cc1OC (configuration not stated)
  -6, 0.84, /, -6, 8, -4, 1, 1, -16
29: Cc1ccc(S(=O)(=O)Nc2ccccc2C(N)=O)cc1
  2, 1.3, /, -4, -3, -11, 0.9, -6, -9
30: COc1ccc(Cc2nnc(SCc3nc4ccccc4c(=O)[nH]3)o2)cc1
  12, -0.018, 99, 17, -15, -3, 0.9, -8, 0
31: COc1ccccc1NC(=O)CSc1ccc2nnc(-c3ccncc3)n2n1
  11, 0.95, 89, -9, 6, 11, 1, 0, -4
32: Cc1ccc2cc3c(NC(=O)c4ccco4)nn(C)c3nc2c1
  23, 0.65, 58, -5, 5, 34, 1, 0, -6
33: CS(=O)(=O)N(Cc1nnc(-c2cccs2)o1)c1ccc(Cl)cc1F
  23, -0.68, 102, -10, 0, -3, 0.9, -3, -29
34: CCCOC(=O)CN1C(=O)c2ccc(C(=O)OCCC)cc2C1=O
  5, 0.057, 106, 4, -17, -14, 0.9, -1, -17
35: C=CCOC(=O)C(C#N)c1nc2ccccc2nc1N1CCN(Cc2ccc3c(c2)OCO3)CC1 (configuration not stated)
  -4, -1.7, 99, 0, 1, 3, 0.8, -9, 3
36: O=C(Nc1ccccc1C(=O)NCCN1CCOCC1)c1ccco1
  1, -0.79, 166, 3, 0, -18, 0.9, -5, 0
37: COc1ccc(N(CC(=O)N2c3ccccc3CC2C)S(=O)(=O)c2c(C)noc2C)cc1 (configuration not stated)
  -1, -0.33, 113, 5, -1, -8, 0.9, -7, -12
38: CCOC(=O)c1cc(C)sc1NC(=O)C1CCC1
  -3, 7.6*, 122, 10, 6, 4, 0.9, -13, -6
39: O=C(CCS(=O)(=O)c1ccc(Br)cc1)N1CCN(c2ccccc2)CC1
  3, 0.21, 94, 9, 4, -26, 0.8, 0, -13
40: COc1cc(S(=O)(=O)Nc2ccccc2C)ccc1Cl
  13, -0.098, 99, 0, 4, -11, 0.9, 1, -8
41: CC(C)(C)c1nnc2sc(SC/C(O)=C(\C#N)c3nc4ccccc4[nH]3)nn2c1=O
  9, -0.11, 70, 12, 14, -1, 0.9, 1, 4
42: COc1cc(-c2noc(-c3cccc(Cl)c3)n2)cc(OC)c1OC
  -4, -0.75, 117, -7, 3, 3, 0.9, -3, -11
43: O=C(c1cccs1)N(Cc1ccccn1)Cc1ccco1
  2, 10*, 92, 7, 14, -12, 0.9, -11, -3
44: CCC(C)NC(=O)CN(c1ccc(OC)cc1)S(=O)(=O)c1ccc(NC(C)=O)cc1 (configuration not stated)
  12, -0.92, 71, 20, 0, -13, 0.9, -5, 6
45: COc1ccc(N2CCN(S(=O)(=O)c3ccc(C(=O)NCc4ccco4)cc3)CC2)cc1
  14, /, 89, -5, 3, 2, 0.8, -2, -13
46: CCc1nnc(NC(=O)c2cccc(OC)c2)s1
  8, -3.5, 118, /, -4, /, 1, /, 1
47: COc1ccc(CN2CCN(C(=O)CC(C)C)CC2)cc1OC
  -5, 0.53, 103, -23, 3, 7, 1, 0, -13
48: N#CC1=C(N)Oc2n[nH]c(-c3ccncc3)c2C1c1ccsc1 (configuration not stated)
  -13, 1, 81, -2, 12, -9, 0.8, -2, 15
49: CCCCOP(=O)(c1ccc(N(C)C)cc1)C(O)c1ccncc1 (configuration not stated)
  -1, 0.075, 97, -4, 3, -15, 1, -2, 6
50: CCN(CC)CCCNS(=O)(=O)c1ccc(OC)cc1
  3, 0.11, 84, 0, 5, -3, 0.9, -1, -2
51: CC(=O)c1c(C(C)=O)c(C)n(Cc2ccccc2)c1C
  -12, -0.57, 104, 2, -18, -5, 1, 0, -7
52: COc1cc(C2C(C#N)=C(N)Oc3cc(C)n(CCc4ccccc4)c(=O)c32)cc2c1OCO2 (configuration not stated)
  -4, /, 69, 16, /, -5, 0.9, -1, 18
53: Cc1cc(C)nc(/N=c2/ssnc2Cl)c1
  2, 0.12, 92, -15, 9, 2, 1, -6, 7
54: CCOC(=O)CCNc1n[nH]c(=O)[nH]c1=O
  -10, /, 104, -9, /, -8, 0.9, 2, 12
55: CCS(=O)(=O)C(=C(Nc1ccc(OC)cc1)Nc1ccc(OC)cc1)S(=O)(=O)CC
  7, 0.57, 94, /, 6, /, 0.9, /, -14
56: COC(=O)c1cn(CCOc2ccccc2)c2ccccc12
  4, 0.21, 87, 20, 11, 26, 0.8, -2, 17
57: COc1ccc(CNC(=O)CS(=O)Cc2nc(-c3ccccc3C)oc2C)cc1 (configuration not stated)
  9, -1.3, 92, -18, 2, -1, 0.9, -4, -8
58: Cc1cc(NC(=O)c2noc3c2CCCC3)no1
  -10, 0.2, 91, 13, 1, 7, 1, -1, -2
59: CN(C)c1ccc(NC(=O)CSc2nc3c(c(=O)[nH]2)CCCC3)cc1
  10, /, 125, 5, 11, -1, 1, -1, 1
60: COc1ccc2cc(CCNC(=O)C3CCCC3)c(=O)[nH]c2c1
  10, 0.33, 87, -6, 0, -4, 0.9, -1, -5

(further entries)
The line under a structure holds: DUSP1 inh, D1 allo mod, Her2 expr inh, SF1 activator, FXIIa inh mix, RORa activator, TNAP act DEA, Hsp90 inh, Cdc25B inh
61: Cc1nn(-c2ccccc2)c(Cl)c1C(=O)Nc1nnc(C2CCCC2)s1
  2, -0.55, 70, 24, 2, 24, 0.9, 0, 9
62: COCc1c(C(=O)OCC(=O)c2c(N)n(CC(C)C)c(=O)n(C)c2=O)oc2ccccc12
  33, -1.5, 102, -26, 7, -13, 0.9, -2, 0
63: Cc1nc2cc(NC(=O)Nc3nccs3)ccc2n1C
  4, -2.5, 139, 28, 1, 4, 0.9, -8, 4
64: CC(=O)c1ccc(N2CCN(C(=O)c3ccc(NC(=O)C4CCCO4)cc3)CC2)cc1 (configuration not stated)
  10, -0.1, 211, 2, 6, 35, 1, /, -3
65: COc1ccccc1NC(=O)c1cc2ccccc2o/c1=N\O
  -7, -0.4, 34, 15, -4, -8, 0.8, 9, 5
66: COc1cccc(NC(=O)N2CCC(C(N)=O)(N3CCCCC3)CC2)c1
  2, -0.52, 50, -9, 6, -6, 1.1, -1, -10

Ordered by molar mass (smallest number first): part of the list above.
The line under a structure holds: DUSP1 inh, D1 allo mod, Her2 expr inh, SF1 activator, FXIIa inh mix, RORa activator, TNAP act DEA, Hsp90 inh, Cdc25B inh
63: Cc1nc2cc(NC(=O)Nc3nccs3)ccc2n1C
  4, -2.5, 139, 28, 1, 4, 0.9, -8, 4
66: COc1cccc(NC(=O)N2CCC(C(N)=O)(N3CCCCC3)CC2)c1
  2, -0.52, 50, -9, 6, -6, 1.1, -1, -10
61: Cc1nn(-c2ccccc2)c(Cl)c1C(=O)Nc1nnc(C2CCCC2)s1
  2, -0.55, 70, 24, 2, 24, 0.9, 0, 9
